# MCL1-BIM inh: inhibitors of human MCL1 binding to BIM-BH3 peptide; GST-MCL1 / FITC-Bim-BH3 fluorescence polarization; inhibition, % at 10.9 µM; actives 0.68% (n = 320,000); AID 2057;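 active means inhibition above the mean inhibition of all tested compounds plus 3 SD, set per campaign, cut at about 40% in these data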;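 further: 0% = DMSO wells and 100% = unlabeled Bim-BH3 peptide control; higher means more loss of mP so more displacement of Bim peptide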
# MEX-5 binding: C. elegans MEX-5 TCR-2 RNA binding activity | AID 1832 | actives 0.38% (n = 300,000) | MEX-5/FITC-TCR2 RNA binding, fluorescence polarization; hits give low values | activity score (negative = inhibition of binding), % at 10 µM;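 active means inhibition past about -25% in most replicates, and total fluorescence under double the plate's negative control median, limit read from the data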;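 further: 0% = DMSO and -100% = 5 µM competing unlabeled TCR2 RNA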
# Target sequence (Q9XUB2 whole entry, looked up): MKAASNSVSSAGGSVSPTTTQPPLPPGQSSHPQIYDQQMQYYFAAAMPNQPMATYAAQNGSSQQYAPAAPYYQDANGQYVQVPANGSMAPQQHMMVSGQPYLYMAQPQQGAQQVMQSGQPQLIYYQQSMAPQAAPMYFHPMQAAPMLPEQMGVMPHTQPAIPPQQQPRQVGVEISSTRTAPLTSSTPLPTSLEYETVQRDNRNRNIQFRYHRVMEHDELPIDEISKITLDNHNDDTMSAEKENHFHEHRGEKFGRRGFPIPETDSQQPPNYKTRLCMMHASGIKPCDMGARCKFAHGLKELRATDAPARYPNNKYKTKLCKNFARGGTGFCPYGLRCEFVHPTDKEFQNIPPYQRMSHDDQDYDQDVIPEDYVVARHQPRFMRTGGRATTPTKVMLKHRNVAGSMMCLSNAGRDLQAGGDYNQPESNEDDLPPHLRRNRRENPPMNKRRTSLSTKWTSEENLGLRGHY
# CR mimetic SO: yeast age-related superoxide inhibition as caloric restriction mimetic | AID 2690 | actives 0.18% (n = 330,000) | S. cerevisiae aged cells, superoxide DHE fluorescence; hits give low values | superoxide response (% of plate mean), % at 10 µM;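 active means superoxide response under a set limit, about three screen SD below normal, cut at about 65% in these data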;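 further: yeast aged for seven days with compound at 30 °C before DHE staining; 100% = average MFI of all compound-treated wells on the plate with controls excluded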
# Bcl-xL primary: blocks human Bcl-xL binding to Bim BH3 peptide. GST-Bcl-xL / FITC-Bim BH3 peptide fluorescence polarization. inhibition, % at 10.9 µM. actives 0.7% (n = 320,000);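 active means inhibition above the mean of all tested compounds plus 3 SD, cutoff set per campaign, cut at about 30% in these data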;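 further: 0% = DMSO wells and 100% = unlabeled Bim-BH3 peptide competitor; inhibitors lower millipolarization by displacing the labeled peptide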
# VLA-4 inh: inhibition in a human VLA-4 binding assay; inhibition, % (about 7 µM as worked out from the volumes in the protocol); actives 0.2% (n = 330,000); VLA-4 expressing cells, ligand binding flow cytometry; AID 2557; in the data active means inhibition above about 50%
# GRK2 inh: blocks RNA aptamer binding to human GRK2 | P25098 | bead flow cytometry, FAM-aptamer displacement from GRK2 | inhibition of aptamer binding, % at 10 µM | actives 0.59% (n = 330,000);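 active means inhibition of aptamer binding above 40%, roughly 3 SD of noise, on plates passing a quality check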;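 further: median bead fluorescence of bound FAM aptamer so fluorescent compounds give negative values; no value below 0 was filed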
# GLD-1 RNA inh: GLD-1-TGE RNA interaction inhibition (C. elegans); Q17339; purified GLD-1 + fluorescein TGE RNA, fluorescence polarization; inhibition, % at 5.96 µM; actives 0.44% (n = 320,000); AID 2280;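 active means percent inhibition above a per-plate cutoff, the plate mean of test compounds plus 3 SD, cut at about 30% in these data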;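 further: 0% = DMSO wells with GLD-1 and probe and 100% = wells lacking GLD-1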
# Target sequence (Q17339 whole entry, looked up): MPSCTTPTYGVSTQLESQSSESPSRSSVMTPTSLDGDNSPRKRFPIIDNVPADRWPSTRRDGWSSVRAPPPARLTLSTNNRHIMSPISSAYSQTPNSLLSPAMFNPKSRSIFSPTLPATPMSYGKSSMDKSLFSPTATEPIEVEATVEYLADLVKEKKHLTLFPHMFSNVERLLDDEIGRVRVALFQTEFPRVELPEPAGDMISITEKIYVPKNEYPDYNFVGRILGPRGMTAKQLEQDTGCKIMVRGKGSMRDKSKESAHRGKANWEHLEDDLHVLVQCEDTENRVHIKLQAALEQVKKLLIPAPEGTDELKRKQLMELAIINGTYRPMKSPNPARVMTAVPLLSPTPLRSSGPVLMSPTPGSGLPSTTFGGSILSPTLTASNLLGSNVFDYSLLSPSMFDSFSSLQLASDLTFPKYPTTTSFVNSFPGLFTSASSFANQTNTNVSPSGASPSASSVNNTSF
# AGP1-GFP MLPCN: alters AGP1-GFP fluorescence in TOR pathway yeast screen. actives 0.02% (n = 320,000). AID 2066. S. cerevisiae AGP1-GFP multiplex flow cytometry, 3 h; GFP as percent of DMSO wells. GFP response vs DMSO, % at 10 µM;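 active means GFP response relative to DMSO above a set limit, near screen average plus 3 SD, cut at about 150% in these data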;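 further: median GFP channel fluorescence of the gated AGP1 strain per well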
# CIT2 TOR yeast: yeast TOR pathway CIT2-GFP modulation | AID 2029 | GFP response vs DMSO, % at 10 µM | S. cerevisiae CIT2-GFP strain, flow cytometry, 3 h; 100 means same as DMSO wells | actives 0.065% (n = 320,000);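 active means GFP response relative to DMSO above a set limit, near the screen mean plus 3 SD, cut at about 150% in these data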;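 further: ratio of well median GFP fluorescence to mean of DMSO wells on the plate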
# * hit, by the source's call; i = inactive; x = no result given.
Compound	CR mimetic SO	MCL1-BIM inh	MEX-5 binding	GLD-1 RNA inh	GRK2 inh	AGP1-GFP MLPCN	VLA-4 inh	Bcl-xL primary	CIT2 TOR yeast
CC(C)C(C(=O)Nc1ccncc1)c1ccc(Cl)cc1 (centres undefined)	106.6	-4.0	-0.6	-2.8	0.0	95.1	7.9	-1.4	90.2
Cc1cccc(Nc2nc(N)nc(CC(=O)CSc3ccc(Cl)cc3)n2)c1	117.5	1.7	-1.1	1.2	0.0	111.4	0.0	-1.8	106.1
CSc1nc(SC(C)C(=O)O)c2c3c(sc2n1)COC(C)(C)C3 (centres undefined)	109.3	1.4	-2.9	6.5	2.0	97.1	-1.4	7.0	100.3
COc1ccc(N2CCN(S(=O)(=O)c3ccc(Cl)c(C(F)(F)F)c3)CC2)cc1	106.5	-1.6	1.2	1.5	1.0	97.5	2.6	5.1	97.2
Cc1ccc(/C=C/C(=O)N2CCN(c3ccc(F)cc3)CC2)o1	97.3	11.6	-0.4	0.0	0.0	78.2	18.0	7.8	84.1
C=CCNC(=O)C(C)N1C(=O)c2ccccc2C1=O (centres undefined)	111.3	-0.3	2.9	-0.1	0.0	97.5	0.7	6.4	94.6
Cc1ccc(NC(=O)Cn2nnc(C(=O)NCc3ccco3)c2N)c(C)c1	i	0.0	-1.5	6.2	0.0	100.6	0.9	3.2	110.9
O=S(=O)(Nc1ccc(S(=O)(=O)N2CCCC2)cc1)c1ccc(F)cc1F	80.2	x	x	0.9	0.0	93.1	7.5	x	105.0
CCn1c(-c2nn(-c3ccccc3)ccc2=O)n[nH]c1=S	81.5	-4.6	-6.3	-2.7	0.0	102.2	-1.8	-7.1	105.1
CC(=O)NCC(=O)N(C)C(C(=O)Nc1ccc(C(C)C)cc1)c1ccccc1 (centres undefined)	83.0	9.3	-0.4	3.6	0.0	99.3	4.3	0.0	100.3
O=[N+]([O-])c1cccc(N(CC(O)CN2CCCC2)S(=O)(=O)c2ccccc2)c1 (centres undefined)	94.6	7.9	-1.8	5.0	0.0	100.0	12.2	3.8	95.3
N#C/C(=C\c1ccc[nH]1)C(=O)NC1CC1	107.0	-1.5	-7.3	-3.3	2.0	101.5	-26.7	1.2	99.3
O=S(=O)(Cc1ccccc1)Oc1ccccc1	78.6	-13.2	-2.7	-4.0	0.0	86.2	-2.4	-4.5	95.4
COc1ccc(CNC(=O)c2cc3c(s2)CN(Cc2ccccc2)C3)cc1	98.3	1.7	-3.1	-6.8	0.0	104.0	-11.6	9.3	102.3
COc1cccc(N2[C@@H](CC(C)=O)c3ccccc3S2(=O)=O)c1	84.2	5.6	-0.2	1.7	0.0	94.4	9.1	10.8	108.5
Cc1onc(-c2ccccc2)c1C(=O)Nc1sc2c(c1C(N)=O)CCC2	106.2	-2.9	-4.6	-7.7	2.0	95.1	-5.2	1.7	88.5
O=C(CSc1nc2ccccc2c(=O)n1Cc1ccc(C(=O)NC2CC2)cc1)NCc1ccco1	65.8	5.7	2.2	1.0	0.0	94.6	-1.3	-1.3	77.6
O=C(O)CSc1cc(NS(=O)(=O)c2ccc(Cl)cc2)c2ccccc2c1O	126.6	38.2	0.4	-2.6	1.0	94.6	14.3	22.3	101.2
O=C(NCCCO)/C(=C\C=C\c1ccccc1)NC(=O)c1ccccc1Cl	93.2	3.0	0.5	-2.8	4.0	109.5	20.4	0.1	98.4
CSCCC(NC(=O)c1ccccc1Cl)C(=O)N1CCN(c2ccccn2)CC1 (centres undefined)	93.5	1.7	-3.3	6.2	4.0	105.2	7.9	0.0	111.4
CC(=O)Nc1ccc(-c2csc(N/N=C(/C)c3ccccc3)n2)cc1	83.0	-3.2	-2.3	2.3	0.0	91.0	-0.2	2.7	96.3
COc1ccc(CCNC(=O)C2CCCN2C(=O)Nc2cccc(C(C)=O)c2)cc1OC (centres undefined)	108.5	-3.6	0.9	7.6	1.0	110.2	6.7	3.1	111.2
CN(C)CCCNc1ccc(-c2cc(Nc3cccc(Cl)c3)ncn2)cn1	94.6	-11.6	-1.1	-5.3	0.0	85.3	4.5	-3.2	95.5
CN(C)CCCN(C(=O)COc1ccc(Cl)cc1)c1nc2ccc(F)cc2s1	113.1	0.7	1.5	4.1	0.0	97.6	-3.7	-0.1	93.8
COc1ccc(C(C)(C)NC(=O)C2CCC(=O)N(CCCN3CCCC3=O)C2)cc1 (centres undefined)	88.6	1.1	4.7	6.4	0.0	101.0	1.8	-0.8	102.8
CCc1nnc(NC(=O)C(C)N2C(=O)C3C4C=CC(C4)C3C2=O)s1 (centres undefined)	86.4	-1.4	-2.0	-4.9	0.0	97.0	3.5	0.1	90.3
COc1ccc(CC(=O)n2[nH]c(=O)cc(C)c2=O)cc1OC	94.4	3.0	-2.0	3.1	0.0	97.9	7.8	6.7	99.3
CS(=O)(=O)N(Cc1ccc(Cl)cc1)c1ccc(C(=O)NCc2ccccn2)cc1	96.0	4.7	2.4	3.5	0.0	102.8	12.2	-0.8	97.0
CCCCCn1c(CN2CCN(CCO)CC2)nc2c1c(=O)n(C)c(=O)n2C	116.3	-1.5	1.1	-0.1	0.0	99.9	-10.1	-4.4	107.1
CCCc1[nH][nH]c(=O)c1C(c1ccccc1)C(C#N)C#N (centres undefined)	91.0	6.7	-0.3	3.8	0.0	102.1	12.2	7.4	99.7
O=C(NC1CC(=O)N(c2ccc3c(c2)OCCO3)C1)N1CCC(O)CC1 (centres undefined)	80.1	-8.0	3.2	2.1	2.0	112.0	4.5	5.4	109.6
O=C(NC1CC1)C1=C[C@@H](c2c[nH]c3ccccc23)C[C@@H](OCc2ccc(CO)cc2)O1	96.8	-1.7	3.3	-15.1	3.0	86.0	10.4	38.8*	85.9
COC(C[C@H](O)CC(=O)[C@@H](C)OCc1ccccc1)OC	x	-4.7	-1.7	9.1	x	x	x	0.9	x
CCOC(=O)CSc1n[nH]c(NC(=O)CC)n1	98.6	6.6	0.5	4.9	0.0	103.4	8.1	4.3	102.8
CCC(Oc1ccccc1)C(=O)N(C)CC(=O)N(CC(C)C)c1c(N)n(CC(C)C)c(=O)[nH]c1=O (centres undefined)	93.5	-23.2	-0.1	-1.3	1.0	116.3	11.8	-17.0	111.1
Cc1nc2c3ccccc3nc(NNC(=O)CCC(=O)NCCN3CCN(c4ccccc4)CC3)n2n1	91.6	6.8	-1.6	-0.2	1.0	105.5	-59.1	-1.2	102.8
COc1ccccc1NC(=S)N1CCC(NC(=O)C23CC4CC(CC(C4)C2)C3)CC1	125.4	13.1	1.1	2.8	0.0	102.2	-0.4	2.2	102.5
Cc1ccc(NC(=O)CN(C)C(=O)/C=C/c2cccs2)cc1	92.8	3.3	0.3	3.1	0.0	97.2	3.1	1.0	93.8
O=C(/C=C/c1ccccc1)N/C(=C/c1ccccc1)C(=O)Nc1ccccc1O	98.9	-14.1	5.2	-6.6	0.0	x	1.9	-5.8	99.8
O=C(NCCc1ccc(C(F)(F)F)cc1)C1CCC(=O)N(CCCc2ccccc2)C1 (centres undefined)	100.1	-3.1	0.0	2.4	5.0	101.3	17.8	-2.1	102.0
O=C1CCN(c2ncccc2[N+](=O)[O-])CC1	84.1	-0.3	-2.1	-0.4	5.0	104.0	5.8	3.6	103.2
Cc1cccc(NC(=O)CCS(=O)(=O)c2ccccc2)c1	103.8	0.2	-0.1	-0.6	0.0	94.7	1.8	0.6	96.8
Cc1cccc(N2CCN(C(=O)CCC(=O)N3CC(C)Oc4ccc(C)cc43)CC2C)c1 (centres undefined)	85.8	4.8	-1.9	3.2	0.0	96.5	21.6	1.6	94.0
CCOC(=O)c1cc(C(=O)OCC)c(=O)[nH]c1C	96.9	3.5	0.6	4.6	2.0	104.3	6.8	5.3	107.0
N#Cc1ccc(Cn2ccnc2C(=O)Nc2ccccc2)cc1	124.3	1.5	1.7	3.0	0.0	102.0	1.0	-5.4	100.2
COCCn1c(=S)[nH]c2sc3c(c2c1=O)CCC(C)C3 (centres undefined)	106.9	3.8	1.6	4.9	0.0	96.8	-2.9	2.9	104.5
O=C(O)C1C2CCC(O2)C1C(=O)Nc1ccc(Br)cc1F (centres undefined)	98.2	-3.2	2.0	8.9	2.0	96.6	4.4	-5.0	98.8
COC(=O)c1c(C)n(-c2ccccc2)c2ccc(O)cc12	103.5	12.2	-0.3	6.3	1.0	110.7	1.0	2.8	x

# Sorted by count of non-hydrogen atoms (lowest first): three of the compounds above.
Compound	CR mimetic SO	MCL1-BIM inh	MEX-5 binding	GLD-1 RNA inh	GRK2 inh	AGP1-GFP MLPCN	VLA-4 inh	Bcl-xL primary	CIT2 TOR yeast
CCOC(=O)c1cc(C(=O)OCC)c(=O)[nH]c1C	96.9	3.5	0.6	4.6	2.0	104.3	6.8	5.3	107.0
COCCn1c(=S)[nH]c2sc3c(c2c1=O)CCC(C)C3 (centres undefined)	106.9	3.8	1.6	4.9	0.0	96.8	-2.9	2.9	104.5
COC(=O)c1c(C)n(-c2ccccc2)c2ccc(O)cc12	103.5	12.2	-0.3	6.3	1.0	110.7	1.0	2.8	x

# More records.
Compound	CR mimetic SO	MCL1-BIM inh	MEX-5 binding	GLD-1 RNA inh	GRK2 inh	AGP1-GFP MLPCN	VLA-4 inh	Bcl-xL primary	CIT2 TOR yeast
Cc1ccc(C(=O)Nc2ccc(C(=O)N/N=C/c3ccccn3)cc2)cc1	109.7	5.0	0.1	6.5	0.0	104.0	-6.9	-5.9	101.3
CC(NCc1ccc(S(N)(=O)=O)cc1)C(=O)Nc1cccc(Cl)c1 (centres undefined)	92.0	4.4	1.3	1.3	0.0	112.2	2.2	1.3	110.9
C/C(=N\NC(=O)Cc1cccn1C)c1ccc([N+](=O)[O-])cc1	109.3	8.3	0.5	4.9	0.0	100.0	15.2	8.2	89.0
S=C(NC12CC3CC(CC(C3)C1)C2)N1CCCC1	97.9	10.8	1.4	5.3	0.0	106.6	3.8	1.6	90.1
COc1ccc(CC(=O)NCC2CCCN(Cc3cc(OC)cc(OC)c3)C2)cc1 (centres undefined)	97.5	12.8	1.3	-4.2	2.0	101.6	0.0	1.7	100.4
CCC(CC)C(=O)Nc1ccc(C)cc1O	116.7	4.0	-1.4	5.5	1.0	99.3	6.2	7.0	103.0
CC(C)OC(=O)c1cc(C(=O)c2cc(Cl)ccc2O)coc1=N	98.1	-4.6	0.9	-13.4	0.0	100.2	-8.6	-2.8	105.6
COc1ccc(OC)c(N(CC(=O)NCCSCc2ccc(C)cc2)S(C)(=O)=O)c1	102.6	-2.1	-0.3	1.3	0.0	99.6	7.4	-6.6	100.8
CCOc1ccc(C2=CSC3=NCCN23)cc1[N+](=O)[O-]	114.8	10.7	1.4	-2.4	11.0	100.6	-13.0	4.0	101.4
COc1ccc(NC(=O)c2ccc3ccccc3c2)cc1NS(=O)(=O)c1ccc(F)cc1	83.3	-2.2	-2.3	-2.5	24.0	97.8	14.9	3.6	94.6
CCc1ccc(C2=NN(CCC(=O)NC(C)CCc3ccccc3)C(=O)CC2)cc1 (centres undefined)	106.4	7.0	-3.1	4.5	0.0	99.6	22.1	6.5	93.8
COc1cc(C)ccc1OCCOc1ccccc1Cl	107.0	-4.2	1.6	-5.8	0.0	90.5	6.2	-13.8	80.0
COc1ccc2c(c1)cc(C(=O)N[C@@H](CCSC)C(=O)N1CCC[C@H]1C(=O)O)n2C	152.4	4.8	-1.0	3.0	0.0	98.4	0.6	3.3	93.5
